12-LOX inh: ALOX12 (human) lipoxygenase inhibition; purified 12hLO, xylenol orange hydroperoxide absorbance; P18054; 580,000 tested, 1.1% active; AID 1671190; Potency, µM (series often up to 108 µM), without a hit: at the highest dose activity change, negative = inhibition, usual class: inhibitors; also: potency is read from the fitted curve at half-maximal effect; % is scaled to controls: 0 for no effect and ±100 for the full control effect
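Hydroperoxide product was detected by ferrous iron/xylenol orange as the 573 to 405 nm absorbance ratio. Arachidonic acid at 40 uM (final) was turned over for 30 min at room temperature by 150 nM human 12hLO, pH 7.0 Hepes buffer, after 15 min compound preincubation.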
APE1 inh: blocks human APE1 abasic DNA cleavage | 350,000 tested, 0.35% active | Potency, µM (doses to about 65.8 µM), without a hit: at the highest dose activity change, negative = inhibition, most hits filed as inhibitors | recombinant APE1, TAMRA/BHQ-2 abasic DNA cleavage fluorescence | AID 2517;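 also: potency is read from the fitted curve at half-maximal effect; plate controls were vehicle for no effect and reference inhibitor for full effect; nearly all actives have a fitted effect of over 55% in size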
Target sequence (P27695 whole entry, looked up): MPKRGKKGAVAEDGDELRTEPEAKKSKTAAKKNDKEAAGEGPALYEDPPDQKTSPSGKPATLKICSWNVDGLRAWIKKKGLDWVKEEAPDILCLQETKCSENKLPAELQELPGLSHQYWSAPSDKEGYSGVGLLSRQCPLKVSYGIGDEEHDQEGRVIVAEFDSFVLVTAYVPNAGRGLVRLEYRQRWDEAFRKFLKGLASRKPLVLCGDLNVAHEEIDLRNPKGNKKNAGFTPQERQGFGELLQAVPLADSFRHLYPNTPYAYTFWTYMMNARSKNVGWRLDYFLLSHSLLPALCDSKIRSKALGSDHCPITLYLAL
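Compound pre-exposure to 0.75 nM APE1, 15 min at ambient temperature. Reaction initiated with 50 nM TAMRA/BHQ-2 THF substrate, read immediately in kinetic mode, 525 nm excitation, 598 nm emission.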
POLK inh: inhibitors of human DNA polymerase kappa | purified Pol kappa, fluorescent DNA synthesis assay, 10 min | 400,000 tested, 0.53% active | Q9UBT6 | Potency, µM (series often up to 107 µM), for inactives: at the highest dose activity, negative = inhibition, actives largely listed as inhibitors; also: potency is read from the fitted curve at half-maximal effect; % is scaled to controls: 0 for no effect and ±100 for the full control effect
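Enzyme at 10 nM met test compounds for 15 min at room temperature. Substrate addition (50 nM final) began the reaction, which was monitored by fluorescence at 0 and 10 min.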
Pol iota inh: blocks human DNA polymerase iota activity; Q9UNA4; 390,000 tested, 1% active; Pol iota fluorescent replication assay, 10 min; AID 588590; Potency, µM (series often up to 115 µM), inactives show top-dose activity, negative = inhibition, most hits filed as inhibitors; also: potency is read from the fitted curve at half-maximal effect
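Pol iota at 10 nM preincubated 15 min with compounds at room temperature; reaction started with fluorescent substrate, 50 nM final. Fluorescence read kinetically at 0 and 10 min; buffer-only wells as negative control.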
BLM helicase inh: Bloom syndrome helicase (human) inhibition; P54132; recombinant BLM DNA unwinding, fluorescence dequenching; Potency, µM (highest dose often 56.1 µM), without a hit: at the highest dose activity change, negative = inhibition, most hits filed as inhibitors; 350,000 tested, 0.2% active; AID 2528;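 also: potency is read from the fitted curve at half-maximal effect; plate controls were vehicle for no effect and no enzyme for full effect; nearly all actives have a fitted effect of over 35% in size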
TRHR agonist: activates the human TRH receptor | P34981 | TRHR cells, calcium flux fluo-8, FDSS agonist mode | activation, % at 2 µM | 360,000 tested, 0.18% active; in the data active = activation above about 30%; also: 0% is about no effect
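Agonist-mode FDSS calcium read (Ex 480/Em 530, 1 s cycles) in 1536-well TRHR cells with fluo-8 dye, after 10-cycle baseline and 23 nL compound addition; TRH at EC20 (10 nM final) added afterwards for the enhancer phase.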
Anesthetic bind: candidate novel general anesthetic via apoferritin binding; P02791; apoferritin/1-aminoanthracene competitive binding, fluorescence; Potency, µM (series often up to 77.5 µM), inactives show top-dose activity change, negative = displacement, most hits filed as inhibitors; 350,000 tested, 0.074% active; also: potency is read from the fitted curve at half-maximal effect; % is scaled to controls: 0 for no effect and ±100 for the full control effect; nearly all actives have a fitted effect of over 20% in size
Target sequence (P02791 2-175 limits assumed): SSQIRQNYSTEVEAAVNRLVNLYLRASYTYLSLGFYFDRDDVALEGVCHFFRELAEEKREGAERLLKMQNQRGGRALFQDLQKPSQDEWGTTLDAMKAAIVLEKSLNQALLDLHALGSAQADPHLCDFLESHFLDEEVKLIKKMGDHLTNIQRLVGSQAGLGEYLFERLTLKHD
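Read-out: endpoint 1-AMA fluorescence, excitation 380 nm and emission 535 nm, after compounds sit 10 min at room temperature with 10 uM horse-spleen apoferritin in 50% saturated 1-AMA/PBS. Values come from four-parameter Hill fits.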
Pol beta inh: DNA polymerase beta (human) inhibition; P06746; Pol beta primer extension/strand displacement, fluorescence kinetic; Potency, µM (doses to about 114 µM), without a hit: at the highest dose activity change, negative = inhibition, actives largely listed as inhibitors; 340,000 tested, 1.3% active; also: potency is read from the fitted curve at half-maximal effect; % is scaled to controls: 0 for no effect and ±100 for the full control effect
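Enzyme-only controls used 10 nM Pol beta; buffer lacking enzyme served as negative control. Compound preincubated 15 min, then 50 nM substrate added; 0 and 10 min reads at room temperature.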
ERG-DNA inh: blocks human ERG Ets domain binding to DNA | P11308 | fluorescence polarization, His-ERG Ets domain / labelled DNA | Potency, µM (top dose mostly 76.9 µM), for inactives: top-dose FP activity, negative = inhibition, actives largely listed as inhibitors | 370,000 tested, 0.028% active | AID 624246; active = well fitted inhibition curve with a large enough effect in the polarisation, with a control signal flat; inconclusive = small, poorly fitted or top-dose-only effect, or effect the other way, or a change in a side signal; inactive = no such curve, though single readings can be large or run the other way; the % refers to the polarisation;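 also: polarization taken with two DNA probes labelled with fluorescein and Texas red; potency is read from the fitted curve at half-maximal effect; % of control where 0% means no effect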
Target sequence (P11308 whole entry, looked up, the tested form may be a part): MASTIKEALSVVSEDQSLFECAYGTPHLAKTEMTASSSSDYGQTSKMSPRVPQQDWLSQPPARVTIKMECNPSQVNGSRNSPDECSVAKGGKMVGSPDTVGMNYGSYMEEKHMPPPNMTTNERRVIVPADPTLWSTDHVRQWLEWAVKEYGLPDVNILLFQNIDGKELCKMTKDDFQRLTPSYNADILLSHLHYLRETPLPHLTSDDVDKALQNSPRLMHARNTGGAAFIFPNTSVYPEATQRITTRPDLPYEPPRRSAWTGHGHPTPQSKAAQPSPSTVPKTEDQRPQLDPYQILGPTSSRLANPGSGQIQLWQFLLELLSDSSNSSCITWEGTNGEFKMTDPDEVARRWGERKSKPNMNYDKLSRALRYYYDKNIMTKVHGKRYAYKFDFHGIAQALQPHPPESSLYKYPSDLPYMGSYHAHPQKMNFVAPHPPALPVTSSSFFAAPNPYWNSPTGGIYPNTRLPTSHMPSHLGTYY
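His-tagged ERG Ets domain (1 uM in the protein solution; 300mM KCl, 50mM Tris-HCl, 1mM EDTA, 1mM DTT, pH 7.5) received compound, then a probe mix of 5 nM fluorescein-DNA and 100nM Texas-615-DNA. Fluorescence polarization was read for both dyes.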
Active calls of the source: *; ? = inconclusive; nt = no result given; [ ] = remark or other dose. Unless noted, calls follow the shape of the dose curve; as a rule, active = well fitted curve in the direction sought with a large enough effect; inconclusive = small, poorly fitted or top-dose-only effect, or another doubt; inactive = no such curve, though single readings can be large; an effect the other way counts as inactive or inconclusive. These rows are one share of the data. The share of hits here may be higher or lower than overall.

item	Molecule	12-LOX inh	APE1 inh	POLK inh	Pol iota inh	BLM helicase inh	TRHR agonist	Anesthetic bind	Pol beta inh	ERG-DNA inh
1	CS(=O)(=O)c1ccc2nc(NC(=O)c3cc4ccccc4o3)sc2c1	0%	1%	8%	9%	-8%	-0.6	-5%	1%	-8%
2	CC1=C(C(N)=O)C(c2cccc(C)c2)n2nc(-c3ccc(Cl)cc3)nc2N1 (stereo not drawn)	-22%	nt	7%[60.1 µM]	-2%	0%	1.0	?	-27%	1%
3	COc1cccc(CNC(=O)C2CCN(S(=O)(=O)c3cccc4cccnc34)CC2)c1	10%	-5%	6%	8%	3%	-0.6	-10%	?	-3%
4	Cc1cc2oc(=O)cc(CN3CCN(S(=O)(=O)/C=C/c4ccccc4)CC3)c2cc1C	-5%	-2%	-5%	4%	2%	-0.3	4%	0%	-8%
5	COc1ccc(-c2nc3ccc(Cl)cn3c2NC2CCCCC2)cc1SC1CCCCC1	?	-2%	-2%	?	nt	nt	nt	nt	12%
6	CC(N)C12CC3CC(C1)CC(C(C)N)(C3)C2 (stereo not drawn)	-22%	16%	4%	?	4%	0.1	5%	-3%	5%
7	COc1ccc(NC(=O)CSc2nc(N)c(-c3ccccc3)c(=O)[nH]2)cc1	5%	5%	-3%	8%	-1%	0.6	-17%	17%	nt
8	C=CCSc1nc2c(c(=O)[nH]1)C(c1ccccc1)C(C#N)=C(N)O2 (stereo not drawn)	-8%	1%	-1%	12%	-1%	0.6	-2%	1%	3%
9	COc1ccc(OC(C)c2nc3ccccc3[nH]2)cc1 (stereo not drawn)	-7%	nt	1%	29%	-2%	-0.7	-18%	3%	-7%
10	CCOC(=O)CC1C(=O)NCCN1C(=O)COc1ccc(C(C)(C)C)cc1 (stereo not drawn)	5%	-3%	-4%	15%	-1%	0.1	1%	24%	-2%
11	CC1=NN(c2ccccc2)C(=O)/C1=C\C=C1\N(C)c2ccccc2C1(C)C	-23%	2%	-13%	11%	-3%	6.3	-13%	17%	5%
12	CCOC(=O)c1ccc(NC(=O)CCC(=O)N2CCSc3ccccc32)cc1	-8%	nt	-8%	13%	-11%	0.9	-14%	4%	5%
13	Cc1c(Cl)cccc1-n1c(SCC(=O)N2CCC(C(=O)O)CC2)nc2ccccc2c1=O	2%	-4%	-4%	-24%	-3%	0.2	-8%	4%	-2%
14	CC1CCCCN1C(=O)COc1ccccc1F (stereo not drawn)	-1%	0%	-9%	70%[activator]	-3%	0.5	?	4%	-7%
15	CCOC(=O)N1CCC(NC(=O)c2ccc3c(c2)N=C(C)c2ccccc2S3)CC1	-2%	60%[activator]	-6%	25%	-2%	-2.0	?	2%	-3%

Remaining list, next part
item	Molecule	12-LOX inh	APE1 inh	POLK inh	Pol iota inh	BLM helicase inh	TRHR agonist	Anesthetic bind	Pol beta inh	ERG-DNA inh
16	Cc1ccc(-c2nnc(Nc3ccccc3)c3ccccc23)cc1S(=O)(=O)NCC1CCCO1 (stereo not drawn)	-15%	6%	-13%	-12%	-9%	0.2	48%[activator]	25%	1%
17	COc1ccc(NC(=O)COC(=O)Cn2cnc3ccccc32)cc1	0%	-6%	-10%	1%	nt	nt	nt	nt	nt
18	CCOC(=O)N1CCN(C(=O)/C(=C\c2ccc(SC)cc2)NC(=O)c2ccccc2)CC1	115%[activator]	?	-13%	108%[activator]	2%	0.1	-1%	1%	-7%
19	CCCOC(=O)C1=C(C)NC2=C(C(=O)CCC2)C1c1cccc(OC)c1OC (stereo not drawn)	0%	-7%	-12%	10%	-3%	-0.3	133%[activator]	3%	-1%
20	Cc1ccnc(NS(=O)(=O)c2ccc(NS(=O)(=O)Cc3ccccc3)cc2)n1	0%	15%	-8%	32%[activator]	-3%	-0.2	-10%	22%	-6%
21	CCc1ccc(NC2=CC(=O)CC(c3ccco3)C2)cc1 (stereo not drawn)	?	-2%	-28%	20%	-3%	0.0	?	-1%	-10%
22	COc1ccccc1N(C(=O)c1csnn1)C(C(=O)NC1CCCC1)c1ccccc1 (stereo not drawn)	-1%	4%	3%	34%[activator]	-3%	1.2	-3%	61%	7%
23	CN(C)CCCN1c2ccc3ccccc3c2Sc2cccc(Cl)c21	?	nt	-16%	7%	nt	nt	nt	nt	-2%
24	COc1ccc(C(=O)c2cn[nH]c2-c2cc(Cl)ccc2O)cc1	?	-2%	-17%	12%	-5%	-0.2	-21%	0%	3%
25	COc1ccccc1Nc1nc(N)nc(-c2cc3ccccc3o2)n1	0%	-10%	1%	0%	-11%	-0.9	3%	2%	-4%
26	C[C@H](CO)N1C[C@H](C)[C@@H](CN(C)C(=O)Nc2ccccc2)Oc2c(NS(=O)(=O)c3ccc(F)cc3)cccc2C1=O	2%	-8%	-9%	-8%	nt	nt	nt	nt	-3%
27	Cc1ccc(NC(=O)Cc2nn(C)c(=O)c3ccccc23)cc1F	20%	2%	-8%	2%	-1%	-0.4	-6%	8%	-4%
28	O=C(CSc1nnnn1C1CCCCC1)Nc1ccc(F)cc1	-4%	7%	-11%	264%[activator]	-3%	-0.5	-8%	67%	4%
29	O=C(C1CC1)N1CCc2cc(S(=O)(=O)NCc3ccccc3)ccc21	0%	14%	-3%	-21%	-4%	-0.5	-15%	-16%	14%
30	CCC(C)(C)C1CCc2c(sc(N)c2C(N)=O)C1 (stereo not drawn)	?	-6%	-8%	4%	-6%	-1.5	?	6%	-5%

Further entries:
item	Molecule	12-LOX inh	APE1 inh	POLK inh	Pol iota inh	BLM helicase inh	TRHR agonist	Anesthetic bind	Pol beta inh	ERG-DNA inh
31	CC(C)c1ccc(NC(=O)c2ccc3c(c2)CCN3S(=O)(=O)c2ccccc2)cc1	-21%	nt	-10%	27%	-10%	2.2	-3%	0%	0%
32	O=C(O)c1nn(Cc2ncc(-c3cccc(Cl)c3)o2)c(=O)c2ccccc12	-8%	62%[activator]	-3%	?	-5%	-0.1	-20%	3%	24%
33	Cc1cccc(N2CCN(c3nc4ccccc4c4nc(-c5ccccc5)nn34)CC2)c1C	-11%	nt	-4%	22%	-3%	-0.1	-7%	0%	-6%
34	O=C(Nc1cccc(Cl)c1)Nc1ccccc1C(=O)NCc1ccco1	0%	-1%	-10%	-9%	-2%	-0.5	-4%	15%	2%
35	Cc1ccc(OCc2nnc(SCC(=O)Nc3cccc4ccccc34)n2-c2ccccc2)cc1	0%[57.4 µM]	3%	-8%	3%	-10%	0.9	8%	24%	-3%
36	CCCCCc1nnc(NC(=O)c2ccc3nc[nH]c3c2)s1	16%	-8%	-17%	55%[activator]	nt	0.2	nt	nt	-4%
37	CC(NC(=O)c1ccc(F)cc1Cl)C1CC2CCC1C2 (stereo not drawn)	14%	24%	6%	84%[activator]	-1%	-0.6	-18%	3%	1%
38	C=C(C)c1cccc(C(C)(C)NC(=O)N2CCCC2)c1	5%	-1%	-3%	-2%	4%	-1.1	0%	10%	-6%
39	Cc1ccc(S(=O)(=O)N(CC(O)CN2CCCCC2)c2ccccc2)cc1 (stereo not drawn)	?	2%	7%	-4%	-8%	-0.4	-17%	23%	5%
40	CC(C)(C)NC(=O)C1CC(=O)OC1(C)C (stereo not drawn)	3%	-2%	-8%	21%	-1%	0.8	-2%	-17%	-1%
41	CCc1cc(=O)[nH]c(SCc2ccc(C)cc2)n1	-11%	-4%	3%	41%[activator]	1%	-0.4	?	1%	5%
42	Cc1noc(NC(=O)c2ccc(Cl)c(Cl)c2)c1Cl	-11%	3%	-6%	-11%	-1%	1.4	-13%	-20%	13%
43	CCCCCCSc1ccc([C@@H]2[C@@H]3C(=O)N(C)C(=O)[C@@H]3[C@]3(C(=O)OC)CCCCN23)cc1OC	?	-6%	-9%	-4%	nt	0.6	nt	nt	-9%
44	CCOC(=O)c1oc2ccccc2c1NC(=O)c1ccccc1OC	6%	1%	-14%	-8%[58.9 µM]	-6%	-0.2	-22%	1%	1%
45	COc1ccccc1NC(=O)CSc1nccn1Cc1ccc(F)cc1	-16%	9%	-10%	27%	-4%	-0.9	-12%	18%	-1%

Later entries
item	Molecule	12-LOX inh	APE1 inh	POLK inh	Pol iota inh	BLM helicase inh	TRHR agonist	Anesthetic bind	Pol beta inh	ERG-DNA inh
46	CCCCN(C(=O)c1ccc(N2CCCC2=O)cc1)c1c(N)n(CC(C)C)c(=O)[nH]c1=O	2%	25%	-1%	-21%	nt	-1.4	nt	nt	4%[15.4 µM]
47	Cc1cccc(NC(=O)CSc2nnc(C)n2Cc2ccccc2)c1	-10%	6%	0%	5%	-3%	-0.3	-15%	-2%	1%
48	O=C(O)c1ccccc1CSc1nc2ccccc2n1Cc1ccccc1C(=O)O	?	-7%	-19%	-2%	-9%	0.4	1%	-17%	-3%
49	CCOCCSc1nnc2nc(C)cc(C)n12	0%	-5%	-6%	14%	-1%	-0.2	-9%	21%	3%
50	CCOc1ccc(NC(=O)Nc2ccc3c(c2)nnn3C)cc1	0%	-7%	-8%	12%	-2%	-0.3	1%	-25%	nt
51	CC(=O)Nc1sc(NC(=O)c2ccco2)nc1-c1cccs1	?	26%[12.4 µM]	-4%	22%	-2%	0.3	-2%	?	21%
52	COC(=O)c1c(C)[nH]c(C(=O)C(C)OC(=O)C2CC2)c1C (stereo not drawn)	?	19%	-12%	35%[activator]	nt	-0.2	nt	nt	-6%
53	CCOC(=O)c1c(C)[nH]c(C(C)=O)c1C	0%	4%	-3%	-5%	1%	0.8	-7%	-17%	5%
54	Cn1nc(-c2ccc(C(=O)NCCO)cc2)c2ccccc2c1=O	112%[activator]	-6%	-10%	-8%	-10%	-0.6	12%	0%	-6%
